From PubChem
CHRM4 PAM: potentiates acetylcholine response at human M4 receptor; 360,000 compounds, 0.4% hits; activation, % at 3 µM; CHO-K1 hM4/Gqi5, Fluo-8 calcium fluorescence, ACh EC20; 0% = ACh EC20, 100% = maximal ACh; AID 624126;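 active = activation above its plate's cutoff, the mean activation of sample wells plus 3 SD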; note: some results filed as inactive read as strong as hits
CHRM1 PAM: potentiates human M1 receptor response to acetylcholine. 360,000 compounds, 0.088% hits. CHO-K1 hM1, Fluo-8 calcium fluorescence, ACh EC20; 0% = ACh EC20, 100% = maximal ACh. activation, % at 3 µM. AID 588819. P11229; in the data active = activation above about 19%, passing the limit was not always enough
Target sequence (P11229 whole entry, looked up): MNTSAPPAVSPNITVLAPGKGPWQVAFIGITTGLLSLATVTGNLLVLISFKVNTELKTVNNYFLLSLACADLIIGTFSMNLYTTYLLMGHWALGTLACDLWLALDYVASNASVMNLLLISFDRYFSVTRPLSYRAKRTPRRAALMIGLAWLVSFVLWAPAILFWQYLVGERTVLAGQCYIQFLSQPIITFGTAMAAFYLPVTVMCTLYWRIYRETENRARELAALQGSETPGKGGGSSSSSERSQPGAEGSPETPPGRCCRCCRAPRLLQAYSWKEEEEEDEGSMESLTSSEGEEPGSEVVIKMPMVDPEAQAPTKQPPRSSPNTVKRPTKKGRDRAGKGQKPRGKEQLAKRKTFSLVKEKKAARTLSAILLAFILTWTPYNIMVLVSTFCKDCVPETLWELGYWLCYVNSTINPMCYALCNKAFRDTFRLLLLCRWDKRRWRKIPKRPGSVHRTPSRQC
M5 ag: CHRM5 agonism in calcium assay. activation, % at 3 µM. CHO-K1 hM5 cells, Fluo-8 calcium fluorescence; 0% DMSO wells, 100% maximal acetylcholine response. 360,000 compounds, 0.19% hits;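 active = activation above the run's mean over test compounds plus 3 SD, cut at about 23% in these data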;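 note: signal is peak over basal fluorescence ratio across the kinetic read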
Target sequence (P08912 whole entry, looked up): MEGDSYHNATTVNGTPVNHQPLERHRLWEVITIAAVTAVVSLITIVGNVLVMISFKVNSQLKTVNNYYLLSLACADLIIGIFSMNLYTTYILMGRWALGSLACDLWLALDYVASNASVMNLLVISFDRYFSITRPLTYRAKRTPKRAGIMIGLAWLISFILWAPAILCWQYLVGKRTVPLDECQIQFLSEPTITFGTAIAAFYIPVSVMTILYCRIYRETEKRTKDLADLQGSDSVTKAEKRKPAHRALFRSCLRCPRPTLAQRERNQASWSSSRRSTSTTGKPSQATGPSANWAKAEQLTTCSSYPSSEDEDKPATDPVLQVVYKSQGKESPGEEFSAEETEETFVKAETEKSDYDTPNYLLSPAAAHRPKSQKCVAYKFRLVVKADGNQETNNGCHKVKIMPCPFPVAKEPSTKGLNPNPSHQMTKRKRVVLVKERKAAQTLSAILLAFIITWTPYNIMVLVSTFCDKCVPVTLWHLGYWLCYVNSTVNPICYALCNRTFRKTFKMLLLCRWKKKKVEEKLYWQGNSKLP
M5 antag: blocks acetylcholine activation of human M5 receptor | P08912 | CHO-hM5 cells, Fluo-8 calcium fluorescence, ACh EC80 | inhibition, % at 3 µM | 360,000 compounds, 0.59% hits | AID 624040;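 active = inhibition above a per-plate cutoff, the mean of that plate's test compounds plus 3 SD, cut at about 27% in these data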;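 note: 0% = acetylcholine EC80 with DMSO and 100% = DMSO without agonist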
M5 PAM: positive allosteric modulators of human muscarinic M5 receptor. P08912. 360,000 compounds, 0.3% hits. CHO-K1 hM5, Fluo-8 calcium, ACh EC20 PAM; 0% = ACh EC20, 100% = ACh EC100. AID 624038. activation, % at 3 µM;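 active = activation above the run cutoff, the mean activation of all test compounds plus 3 SD, cut at about 18% in these data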
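System: CHO-K1 hM5 cells. Reagent: acetylcholine, EC20 level. Compound dosing: single dose, 3 µM nominal final test concentration. Timing: Post-acetylcholine fluorescence recording 140 s. Detection: Fluo-8 calcium fluorescence. Read-out: % activation, ACh-normalized. Benchmarks: ACh EC20 and EC100 wells. Repeats: singlicate, one well per test compound.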
CRFR2-BP ag: agonists of human CRF-binding protein/CRF-R2 receptor complex. HEK293 CRF-R2/CRF-BP, calcium dye fluorescence (FLIPR); percent of saturating CRF peptide response. activation, % at 13.2 µM. 350,000 compounds, 0.46% hits. AID 588473;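 active = activation of at least 50%, plus an integration ratio under a set limit after plate pattern correction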;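 note: plate controls were neutral control wells without compound for no effect and CRF at EC100 for full effect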
CRFBP-R2 block: antagonists of CRF-binding protein/CRF-R2 receptor complex; 350,000 compounds, 0.59% hits; inhibition, % at 11.8 µM; HEK293 CRF-R2/CRF-BP, CRF-induced calcium fluorescence; AID 588475;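 active = inhibition of the ligand-induced calcium signal above about 50% at the single tested concentration, limit read from the data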
M4 antag: antagonists of human muscarinic M4 receptor (CHRM4). CHO-hM4 cells, ACh EC80, Fluo-8 calcium fluorescence. AID 624125. inhibition, % at 3 µM. 360,000 compounds, 0.73% hits;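 active = inhibition above its plate's cutoff, the mean inhibition of sample wells plus 3 SD, cut at about 27% in these data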;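 note: 0% = acetylcholine EC80 with DMSO and 100% = DMSO without agonist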
M4 ag: agonists of human muscarinic M4 receptor (CHRM4). CHO-K1 hM4/Gqi5, Fluo-8 calcium fluorescence; vehicle 0%, full acetylcholine response 100%. 360,000 compounds, 0.14% hits. activation, % at 3 µM. AID 624127. P08173;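 active = activation above the run mean over all test wells plus 3 SD, cut at about 32% in these data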;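 note: peak over basal fluorescence ratio per well then scaled between controls; 0% = DMSO wells and 100% = acetylcholine at EC100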
Numbers without * were called inactive; . = not tested or not shown.

Compound,CHRM4 PAM,CHRM1 PAM,M5 ag,M5 antag,M5 PAM,CRFR2-BP ag,CRFBP-R2 block,M4 antag,M4 ag
Cc1ccc(-c2nc(CS(=O)(=O)CC(=O)N3CC(C)CC(C)C3)c(C)o2)cc1 (stereo not given),4,-7,6,0,-10,0.4,-5,-14,8
Cc1c(NC(=O)C(C)OC(=O)c2ncc(Cl)c(Cl)c2Cl)c(=O)n(-c2ccccc2)n1C (stereo not given),3,-1,-1,-5,2,0.3,-2,5,0
Nc1ncc(-c2ccc(F)cc2)nc1N1CCN(CCO)CC1,1,9,-2,-6,-1,.,.,5,1
COc1ccc(CC(=O)N(C)CC(=O)Nc2ccccc2SC)cc1,-4,-4,-2,7,-3,1.9,9,-5,3
CCOc1cc(/C=C/c2cccc[n+]2C)ccc1OCC(=O)Nc1ccc(C)cc1,-3,2,-6,6,4,0.9,-7,0,2
C=CCn1c(SCC(=O)Nc2ccc3c(c2)OCO3)nnc1-c1ccccc1OC,6,11,-1,6,-3,-0.5,10,-2,3
COc1ccc(CNC(=O)c2ccc(C(C)(C)C)cc2)cc1,-2,3,-7,8,7,-4.0,28,5,0
COc1cccc(-c2cc(C(=O)N3CCN(c4ccccc4OC)CC3)no2)c1,5,3,-4,7,5,1.1,-5,7,3
CC(C)C(=O)N=C1NC(=O)CS1,2,7,-1,3,-4,0.0,-12,-4,1
Cc1nc(-c2cccc(NC(=O)c3cc4cc(Br)ccc4oc3=O)c2)cs1,16,1,1,-3,8,-0.4,-5,1,1
CCc1nnc(NC(=O)CSc2nnc3nc(C)cc(C)n23)s1,18*,10,-3,10,0,2.5,-1,-21,2
COc1ccc(Cl)cc1NC(=O)CCS(=O)(=O)c1ccc(C)cc1,3,11,-2,2,0,-1.1,16,-7,1
CN(C)C(=O)CCC(=O)N1CCCC(N2CCN(c3cccc(C(F)(F)F)c3)CC2)C1 (stereo not given),-6,5,1,0,3,-1.9,-4,2,0
CCOC(=O)CC(=O)c1sc2c(c1N)c(=O)[nH]c(=O)n2-c1ccc(OC)cc1,2,6,-2,6,0,-2.7,14,6,1
Cc1cccc(S(=O)Cc2ccc(C(=O)NC3CCN(Cc4ccccc4)CC3)o2)c1 (stereo not given),-1,-1,-6,-6,9,-2.2,-17,-1,1
O=C(CCC1CCN(C(=O)Cc2c(F)cccc2F)CC1)NC1CC1,-1,1,-2,-16,4,-0.5,3,5,1
Nn1c(SCc2cn3cc(Cl)ccc3n2)nnc1-c1ccncc1,-4,8,2,6,-2,1.3,-5,-1,1
CC(=O)N1CCN(CC(=O)Nc2ccccc2Sc2ccccc2)CC1,3,2,4,0,-3,4.2,-7,-4,7
COCC1CCN(C(=O)c2cc(COc3ccc(F)cc3Cl)on2)C1 (stereo not given),3,1,0,-5,-1,-0.9,-5,-11,3
CCCc1nnc(NC(=O)OCC)s1,9,-4,-2,-13,0,-1.2,-9,-3,1
COc1ccc(-c2ccc3nnc(SCC(=O)NCC4CCCO4)n3n2)cc1 (stereo not given),2,2,-2,1,-1,0.9,11,-7,0
CN1CCN(C(=O)C2=C[C@H](c3ccccc3)C[C@H](OCc3ccc(CO)cc3)O2)CC1,8,-11,1,2,0,0.6,0,-4,1
Cc1cccc(C)c1NC(=O)C(c1ccccc1)N1CCN(C)CC1 (stereo not given),-2,.,-2,2,-3,.,.,-11,3
Cc1cc(C(C)(C)C)cc(S(=O)(=O)NCC(=O)O)c1C,9,15,2,-2,2,-0.5,9,10,0
COC(=O)c1sc(NC(=O)C2CCCCC2C(=O)O)c(C(=O)OC)c1C (stereo not given),-4,5,2,1,5,-0.4,-5,5,3
COc1ccc(N(C)S(=O)(=O)c2cccc(C(=O)Nc3ccc(N4CCOCC4)cc3)c2)cc1,-10,-8,5,17,-39,-0.8,-5,-11,29
Cc1cc(=O)oc2cc(OCC(=O)NC3(C#N)CCCCC3)c(Cl)cc12,2,6,-2,2,2,0.9,-4,-6,1
COC(=O)C1=C[C@@H](C(=O)OC)[C@@H]2C3=C(C(=O)[C@]2(C)NC(=O)c2ccccc2)[C@H](C)n2c(=O)n(C)c(=O)n2[C@@H]3C1,6,2,6,7,4,0.1,-1,2,3
O=C1c2ccccc2C(c2nnnn2Cc2ccccc2)N1CCCN1CCOCC1 (stereo not given),6,.,-1,-6,-1,.,.,-26,1
COc1ccc(S(=O)(=O)N2CCC(C(=O)NCCc3c[nH]c4ccccc34)CC2)cc1,0,8,-4,10,-6,0.1,6,6,5
COc1ccc(Cl)cc1N(CC(=O)N/N=C/c1ccc(OCC(N)=O)cc1)S(C)(=O)=O,3,3,-4,-5,-7,-1.5,19,-1,2
Cc1ccc(N=Cc2c(O)ccc3ccccc23)cc1F,5,3,-1,-7,3,3.7,-14,-1,0
CCn1c(O)c(C=NCc2cccs2)c(=O)n(CC)c1=S,-1,-5,-14,4,-9,-0.7,6,1,-1
CN(C)CCCNCCCNC(=O)c1ccncc1,27,9,-2,4,5,0.1,23,-8,1
Cc1cc(C)nc(SCCC(=O)N2CCOCC2)n1,5,-1,-1,-8,2,0.6,14,-2,1
CN(CCc1ccccn1)C(=O)CCC1CCCN(C(=O)c2ccsc2)C1 (stereo not given),-4,7,-2,-3,-4,0.8,2,2,0
Cc1ncc(CN2CCN(CCc3ccccc3)C(CCO)C2)s1 (stereo not given),0,-2,-5,5,7,-1.6,10,-12,1
Cc1ccc(NC(=O)CCN2CC(C)OC(C)C2)cc1 (stereo not given),3,18,-1,-4,6,-0.9,5,-17,1
CN(c1ccccc1C(=O)N1CCN(c2cccc(Cl)c2)CC1)S(C)(=O)=O,-3,2,4,-1,1,-1.0,-3,3,2
Brc1ccc(-c2nn[nH]n2)cc1,8,8,1,-10,13,2.0,5,-5,1
OCCCn1c(CCNc2nc(-c3ccc(Cl)cc3)cs2)nc2cc(C(F)(F)F)ccc21,5,6,1,8,-4,0.2,-6,-1,3
COC(=O)[C@]1(Cc2ccccc2)N[C@H](c2ccc(-c3ccc(OC)cc3)cc2)[C@@H]2C(=O)N(C)C(=O)[C@@H]21,14,10,3,6,5,0.1,-4,4,1
CCCC[C@@H]1CNC(=S)N1CCCc1cc(OC)c(OC)c(OC)c1,-2,4,2,6,5,-6.7,35,-4,1
S=C(N=Nc1ccccc1)NNc1ccccc1,-5,-11,-2,-2,-4,-1.0,0,-2,-1
Cn1c(=O)c(-c2ccccc2[N+](=O)[O-])c(Cl)c2ccccc21,0,3,0,2,2,-0.8,0,-5,5
CCc1sc(C(=O)N2CCN(S(C)(=O)=O)CC2)cc1Br,3,0,2,-5,3,0.1,-16,-10,1
COCc1c(C(=O)N2CCN(c3ccccc3C)CC2)oc2ccccc12,8,6,-2,-4,-2,1.2,18,-8,3
COc1cccc(NC(=O)CN(C)C(=O)c2ccc(N3CCCCC3)c([N+](=O)[O-])c2)c1,-7,-4,4,12,-22,4.5,-10,-2,23

Full records from above. Screens in order: CHRM4 PAM | CHRM1 PAM | M5 ag | M5 antag | M5 PAM | CRFR2-BP ag | CRFBP-R2 block | M4 antag | M4 ag
`COCc1c(C(=O)N2CCN(c3ccccc3C)CC2)oc2ccccc12` is entered as 8 | 6 | -2 | -4 | -2 | 1.2 | 18 | -8 | 3
`COc1cccc(NC(=O)CN(C)C(=O)c2ccc(N3CCCCC3)c([N+](=O)[O-])c2)c1` is entered as -7 | -4 | 4 | 12 | -22 | 4.5 | -10 | -2 | 23
`CCCC[C@@H]1CNC(=S)N1CCCc1cc(OC)c(OC)c(OC)c1` is entered as -2 | 4 | 2 | 6 | 5 | -6.7 | 35 | -4 | 1

Following part
Compound,CHRM4 PAM,CHRM1 PAM,M5 ag,M5 antag,M5 PAM,CRFR2-BP ag,CRFBP-R2 block,M4 antag,M4 ag
O=C(NCCCn1ccnc1)Nc1ccc(Cl)cc1Cl,4,3,-8,5,-7,0.8,-12,-1,0
O=C(c1ccc(Br)o1)N1CCN(Cc2ccccc2Cl)CC1,-5,2,0,4,-6,0.7,1,8,3
O=C(NNC(=S)NCCc1ccccc1)c1ccc(Br)s1,0,8,2,4,-2,-0.2,18,-4,5
OCC1(Cc2ccccc2F)CCCN(Cc2c(F)ccc(F)c2F)C1 (stereo not given),-6,5,1,2,5,-0.9,-14,-8,-2
Cc1ccc(C(=O)COC(=O)c2cc(C)no2)c(C)c1,10,3,2,4,-1,-5.2,-30,-4,3
O=C(Nc1nccs1)C1CCN(S(=O)(=O)c2cccnc2)CC1,11,4,2,3,-1,-1.2,3,-13,2
O=C(Nc1cccc(Cl)c1)c1csc([C@@H]2C[C@H](O)[C@@H](CO)O2)n1,4,13,0,-2,-4,.,.,-9,2
CCC(CC)c1nc(C#N)c(NCc2ccccc2)o1,5,7,-3,0,0,-2.0,-49,-1,0
COCCNC(=O)/C(C#N)=C/c1cccc(NC(=O)c2ccccc2Cl)c1,3,10,-3,-1,1,-1.3,10,-9,2
O=C(NCC1CCN(C(=O)c2ccc([N+](=O)[O-])cc2)CC1)C(=O)Nc1ccccc1,10,5,2,-5,-2,-0.6,21,-2,4
O=C(Nc1cccc2ccccc12)c1ccco1,5,1,0,-2,-2,.,.,-3,0
COc1ccc(-c2csc3ncnc(N4CCN(CCO)CC4)c23)cc1,-3,5,-4,2,0,-0.5,5,0,0
O=C1/C(=C/c2ccccn2)SC(=S)N1NS(=O)(=O)c1ccccc1,2,3,-2,1,7,-1.0,26,-2,2
Fc1ccc(-c2nc3n(n2)Cc2ccccc2-3)cc1,10,-2,-3,0,1,0.6,8,-12,2
Cc1cccc(C)c1OCC(=O)Nc1ccc(N2CCOCC2)cc1,-7,0,-2,10,-4,-0.2,-8,6,0
CC(C)CCn1c(CN(C)Cc2ccccc2)nc2c1c(=O)n(C)c(=O)n2C,5,-4,-2,-3,-8,1.2,-2,-18,3
CCc1ccccc1N1C(=O)C(Cl)=C(N2CCOCC2)C1=O,1,5,-3,3,5,0.0,6,8,0
Cc1ccccc1NC(=O)Cc1nc(COC(=O)CCC(=O)c2ccccc2)cs1,0,1,2,2,-3,-0.3,-4,-3,5
COc1cc(/C=C2\SC(=S)N(NS(=O)(=O)c3ccc(C)cc3)C2=O)cc(OC)c1OC,1,7,-17,3,4,0.7,55*,-9,-1
Cc1noc(C)c1COc1ccc(C(=O)OC(C)C(=O)Nc2ccc(N3CCOCC3)cc2)cc1 (stereo not given),3,4,3,-7,9,-1.9,-8,0,0
O=C(Nc1ccc(Cl)cc1)Nc1cccc(C(=O)O)c1,-2,0,1,-6,2,0.3,-4,-8,2
CSc1n[nH]c(NC2=CC(=O)CCC2)n1,15,4,-1,-3,8,0.5,7,10,0
COc1ccc(OCCOCCN2CCOCC2)cc1,-2,6,3,-5,-3,0.5,18,-8,1
CCC(C)(C)NC(=O)C(c1ccc(F)cc1)N(Cc1ccco1)C(=O)CCC(=O)Nc1ccccn1 (stereo not given),17,12,-3,-3,-5,-2.0,-1,2,1
O=S(=O)(c1ccc2c(c1)CCCN2)N1CCCCC1,-1,3,-7,1,0,-0.5,0,-6,1
CC1CCCN(S(=O)(=O)c2ccc(C(=O)Nc3sc4c(c3C(N)=O)CCN(C)C4)cc2)C1 (stereo not given),1,18,-3,5,3,33,-29,2,1
